# SMARCA2 act: SMARCA2 (BRM) function activators, primary screen, cell-based, luminescence, high throughput; MG213 cells, MMTV-luciferase reporter, dexamethasone, overnight; activation, % at 9.1 µM; actives 1% (n = 370,000); AID 652017, 2013; in the data active means activation above about 7.8%;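 further: 0% = vehicle wells and 100% = reference activator wells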
# GC-A act: GC-A stimulated cGMP production enhancers – HEK293 GC-A cells, cGMP TR-FRET, EC30 ANP, primary screen; 0% at EC30 ANP, 100% saturating ANP; activation, % at 10 µM; actives 0.14% (n = 370,000); AID 1671463, 2021; in the data active means activation above about 40%
# ssDAF12 agonist: S. stercoralis DAF-12 nuclear receptor activators, primary screen, cell-based, luminescence, HEK293, GRIP1 co-expression, lit1-tk-luc. Nuclear hormone receptor DAF-12 (Strongyloides stercoralis). HEK293 ssDAF-12/GRIP1 lit1-tk-luc reporter; % of 3 µM dafachronic acid response. activation, % at 6.8 µM. actives 1% (n = 370,000). AID 652126, 2013;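 active means activation above the mean over all tested compounds plus 3 SD, cut at about 0.9% in these data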;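 further: 0% = DMSO-only wells and 100% = 3 µM delta7-dafachronic acid wells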
# proKLK7 act: proKLK7 zymogen activators, primary screen, biochemical, fluorescence intensity; Kallikrein-7 (Homo sapiens), P49862; purified proKLK7, EDANS-DABCYL substrate fluorescence; 100% is mature enzyme control, 0% vehicle; activation, % at 7 µM; actives 0.9% (n = 370,000); AID 652039, 2013;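 active means activation above the mean of all tested compounds plus 3 SD, computed per campaign excluding outliers beyond control limits, cut at about 13% in these data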
# Target sequence (P49862 whole entry, looked up): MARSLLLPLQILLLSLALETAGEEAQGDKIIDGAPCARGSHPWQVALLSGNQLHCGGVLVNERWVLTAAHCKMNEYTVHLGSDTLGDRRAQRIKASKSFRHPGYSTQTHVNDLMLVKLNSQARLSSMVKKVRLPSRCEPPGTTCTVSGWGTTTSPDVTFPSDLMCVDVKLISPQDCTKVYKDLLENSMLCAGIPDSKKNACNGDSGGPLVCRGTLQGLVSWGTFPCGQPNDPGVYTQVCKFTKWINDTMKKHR
# NPR2 activator: human GC-B receptor activators, primary screen, HEK293 GC-B cells, cGMP TR-FRET, EC30 CNP | 0% at EC30 CNP, 100% saturating CNP | actives 0.11% (n = 370,000) | activation, % at 10 µM | AID 1920062, 2024;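 active means activation at 10 µM reaching about 35% in either raw or pattern-adjusted values, limit read from the data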
# DAX1 inh-1: DAX1 (NR0B1) inhibitors on StAR promoter, primary screen, cell-based, luminescence, SF-1 (NR5A1), full-length DAX-1; HEK293T StAR-luciferase reporter, SF-1/DAX-1 repression relief; inhibition, % at 6.8 µM; actives 1.1% (n = 370,000); AID 652010, 2013;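 active means inhibition above the mean over all tested compounds plus 3 SD, cut at about 3.6% in these data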;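 further: 0% = DAX-1 cells with DMSO and 100% = cells lacking DAX-1 with DMSO; higher inhibition means more luminescence from relief of DAX-1 repression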
# GAA850 FXN act: FXN promoter activators, primary screen, cell-based, luciferase luminescence, HEK293 lucGAA850; HEK293 lucGAA850 FXN promoter luciferase reporter, 24 h; percent of 10 µM SAHA response; activation, % at 6 µM; actives 0.56% (n = 360,000);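 active means activation above the average of all compounds screened plus 3 SD, cutoff fixed separately per campaign, cut at about 7.5% in these data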;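 further: 0% = DMSO wells and 100% = 10 µM SAHA wells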
# hcDAF-12 act: H. contortus DAF-12 nuclear receptor activators, primary screen, cell-based, luminescence, HEK293, lit1-tk-luc reporter; HEK293 hcDAF-12 lit1-tk-luc reporter; 0% DMSO, 100% Δ7-dafachronic acid; activation, % at 6.8 µM; actives 1.4% (n = 370,000); AID 652067, 2013;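 active means activation above the mean of all tested compounds plus 3 SD, cut at about 5.5% in these data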;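 further: 100% = response to 3 µM Δ7-dafachronic acid high control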
# DAX1 inh-2: DAX1 (NR0B1) inhibitors, primary screen, cell-based, HEK293, Gal4-DAX1, luciferase luminescence; Nuclear receptor subfamily 0 group B member 1 (Homo sapiens), P51843; AID 504766, 2011; actives 0.99% (n = 340,000); inhibition, % at 6.75 µM; HEK293 Gal4-DAX1 luciferase reporter;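 active means inhibition above the mean over all tested compounds plus 3 SD, cut at about 4.2% in these data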;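 further: 0% = DAX1-transfected cells with DMSO and 100% = empty-vector control cells with DMSO; inhibition shows as a rise in luminescence from relieved DAX1 repression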
# Target sequence (P51843 207-470 limits assumed): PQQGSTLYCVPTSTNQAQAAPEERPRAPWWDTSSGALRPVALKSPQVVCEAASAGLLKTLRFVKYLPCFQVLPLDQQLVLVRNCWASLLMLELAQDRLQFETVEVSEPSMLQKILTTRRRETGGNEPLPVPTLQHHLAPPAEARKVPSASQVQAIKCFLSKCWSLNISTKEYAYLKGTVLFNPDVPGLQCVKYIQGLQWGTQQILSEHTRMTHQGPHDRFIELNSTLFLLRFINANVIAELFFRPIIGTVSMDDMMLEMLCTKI
# hgDAF-12 ag: H. glycines DAF-12 receptor agonists, primary screen, cell-based, luminescence, HEK293, GAL4 fusion, UAS-luciferase | Nuclear hormone receptor DAF-12 (Heterodera glycines), GAL4 fusion | HEK293 GAL4-hgDAF12 UAS-luciferase reporter, agonist luminescence; normalized to butyrate control | activation, % at 6.8 µM | actives 1.8% (n = 370,000);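 active means activation above a cutoff set at the mean of all screened compounds plus 3 SD, cut at about 10% in these data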;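 further: 0% = DMSO wells and 100% = sodium butyrate wells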
# HGIII-sPLA2 inh: human group III sPLA2 inhibitors, primary screen, biochemical, QFRET, BODIPY PC-A2 liposome substrate. Group 3 secretory phospholipase A2 (Homo sapiens), Q9NZ20. QFRET BODIPY PC-A2 liposome hydrolysis, fluorescence. inhibition, % at 12.2 µM. actives 0.56% (n = 370,000). AID 743126, 2013;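 active means inhibition above mean plus 3 SD of compounds lying within the high and low control bounds, cut at about 19% in these data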;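 further: 0% = median of test compound wells and 100% = no enzyme DMSO wells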
# Target sequence (Q9NZ20 whole entry, looked up): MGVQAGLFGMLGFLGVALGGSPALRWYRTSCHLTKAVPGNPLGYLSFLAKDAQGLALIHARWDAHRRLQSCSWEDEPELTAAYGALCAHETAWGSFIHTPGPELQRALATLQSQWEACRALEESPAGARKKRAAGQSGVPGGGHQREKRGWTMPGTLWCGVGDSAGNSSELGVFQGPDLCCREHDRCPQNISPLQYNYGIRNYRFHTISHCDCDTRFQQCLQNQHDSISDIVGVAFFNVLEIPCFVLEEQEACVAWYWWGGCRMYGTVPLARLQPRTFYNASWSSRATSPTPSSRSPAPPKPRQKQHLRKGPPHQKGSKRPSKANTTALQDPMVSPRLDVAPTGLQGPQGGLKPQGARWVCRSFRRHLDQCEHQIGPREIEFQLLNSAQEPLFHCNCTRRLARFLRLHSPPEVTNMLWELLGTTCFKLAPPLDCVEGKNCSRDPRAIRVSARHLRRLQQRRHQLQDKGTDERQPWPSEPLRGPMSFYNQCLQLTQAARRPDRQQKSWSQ
# * hit, by the source's call; nt = not tested or not shown. This is a random part of the collection; about 6.7% have a hit in one of these screens.
structure	ssDAF12 agonist	SMARCA2 act	DAX1 inh-1	HGIII-sPLA2 inh	GC-A act	NPR2 activator	hgDAF-12 ag	proKLK7 act	GAA850 FXN act	hcDAF-12 act	DAX1 inh-2
Cc1ccc(-n2c(SCC(=O)Nc3ccc(S(=O)(=O)Nc4cc(C)nc(C)n4)cc3)nnc2-c2cccs2)cc1	-0.5	-6	1.5	-39	3	-5	-2.0	0.2	nt	1.6	nt
O=C(CSc1nc2ccccc2o1)N/N=C/c1ccccc1	-1.6	3	0.4	1	0	-3	2.6	0.6	2.0	1.6	-0.1
O=C(Nc1ccc(C(=O)N2CCCC2)cc1)c1ccccc1	-0.6	2	1.3	7	3	0	6.4	0.5	4.3	-0.5	0.8
O=C1C2C(c3ccccc3)CC=CC2[C@H](c2ccc3ccccc3c2)N1Cc1ccccc1 (stereo partly specified)	-0.8	-1	0.2	9	-4	1	1.6	0.5	1.8	-1.6	0.7
O=C(CC(Nc1ccc(F)cc1)C(=O)O)c1ccccc1 (stereo unspecified)	-1.2	4	1.3	-2	3	0	2.7	0.0	-1.0	1.6	2.9
COc1ccc(OCC(=O)Nc2cc(NC(=O)c3ccco3)ccc2OC)cc1	-2.0	-3	-0.5	4	5	2	-1.9	0.3	-1.7	-1.8	0.5
CCS(=O)(=O)n1nc(NCc2cccc(OC)c2)nc1NCc1cccc(OC)c1	-1.0	0	-0.1	-16	-3	1	-2.0	0.3	-1.2	-2.8	0.9
Cc1c(C(=O)C(=O)N2CCN(Cc3ccc4c(c3)OCO4)CC2)c2ccccc2n1C	-1.1	-1	-0.8	-5	-1	-1	-0.7	-0.1	1.0	-1.3	1.2
C/C(CC(=O)NCc1ccccc1)=N\NC(=O)c1cnccn1	-0.5	3	-0.1	-3	1	4	6.9	0.3	1.8	1.5	1.8
Cc1nc2ccc(Br)cn2c1C(=O)N/N=C\c1ccc(C(C)C)cc1	-1.4	-1	-0.2	6	-7	-7	1.2	0.0	-0.3	-0.6	2.0
CCOC(=O)N1CCN(c2cc(NCCO)c([N+](=O)[O-])c3nonc23)CC1	-1.7	0	0.0	-2	-3	-11	3.4	0.4	0.6	-0.8	-0.2
CC(O)CNCc1ccccc1C(F)(F)F (stereo unspecified)	-1.1	-2	-0.8	7	6	4	1.2	-0.3	0.1	-1.4	0.3
Cc1cccc([C@@H]2[C@@H]3C(=O)N(Cc4ccccc4)C(=O)[C@@H]3[C@]3(Cc4ccc(Cl)cc4)C(=O)N(c4ccccc4)C(=O)N23)c1	-0.6	0	0.4	-9	-17	-22	3.7	0.5	-1.1	0.0	0.5
CC(C)(C)c1nnc2sc(SCC(=O)c3ccc4c(c3)OCCO4)nn2c1=O	-1.1	-4	0.7	2	-8	-3	-1.6	-0.4	0.9	-0.4	-0.1
COC(=O)C1=C(C)N=C2SCCC(=O)N2C1c1ccc(OC(=O)c2ccco2)cc1 (stereo unspecified)	-0.6	-1	0.9	0	-3	-3	-0.3	-1.5	1.9	-2.0	0.6
COc1ccc(-c2ccccc2)cc1NCc1ccc(OC)c(OC)c1	-1.7	-1	0.0	2	-2	-3	-2.1	-0.5	0.6	-2.3	0.3
COC(=O)c1ccccc1C(=O)N1CCCC(CNC(=O)c2ccc(F)cc2)C1 (stereo unspecified)	-0.5	0	0.3	3	3	5	-0.7	0.3	1.2	2.1	0.2
CCCc1nnc(NC(=O)CN2C(=O)c3ccccc3S2(=O)=O)s1	-1.1	-1	-0.2	0	-2	5	-0.7	0.2	0.4	-1.4	1.6
CC1CCN(Cc2c(C(=O)N/N=C/c3ccc(C(C)C)cc3)nnn2-c2nonc2N)CC1	-1.2	-1	0.4	-1	-2	2	-1.8	0.3	1.8	-1.0	0.5
CCCCOCCCNC(=O)C[C@H]1C[C@@]2(C(=O)OC)C(=C[C@H](C3CCCC3)O[C@@H]2C)N(Cc2ccc(Cl)cc2Cl)C1=O	-0.6	-3	-1.4	-5	-14	-7	-1.4	0.6	nt	0.6	nt
CCC(C)n1c(SCC(=O)Nc2ccc3[nH]c(=O)[nH]c3c2)nc2ccccc2c1=O (stereo unspecified)	-0.9	0	-1.4	0	-3	-4	-4.3	0.7	2.3	-1.7	-0.4
C=CCNC(=S)Nc1cc(Cl)ccc1OC	-1.0	-1	0.3	4	2	-3	1.9	-0.2	2.4	-0.6	0.3
O=CN1CCN(C=O)C(O)C1O (stereo unspecified)	-1.1	-3	0.8	-1	1	-3	-0.6	0.0	0.6	0.9	-0.4
Cn1nnc2sc3c(c2c1=O)CCCC3	-2.1	3	-0.4	11	1	4	5.5	-0.5	0.1	-2.2	0.5
CC(=O)c1c(C)[nH]c(C(=O)CSc2nnc(-c3ccc(Cl)cc3)n2CC2CCCO2)c1C (stereo unspecified)	-1.5	0	-1.2	-15	9	9	-3.5	0.2	-0.5	-3.5	-0.7
COc1ccccc1C(=O)NNC(=O)c1ccc(O)cc1	-0.2	-3	2.1	5	-1	-2	7.2	-0.3	0.4	4.5	1.9
CC1=CC2=NC(=O)CC(C)(C(=O)N(CC(=O)NC(C)(C)C)C3CCCC3)N2C=C1 (stereo unspecified)	-0.5	-3	-0.6	2	-4	6	-2.0	0.8	3.8	-2.5	0.1
CCOCCCNC(=O)C(NC(=O)c1ccc2c(c1)OCO2)c1ccccc1 (stereo unspecified)	-1.3	4	0.3	-3	-4	-3	-1.4	0.3	0.8	-1.6	-0.2
Nc1nonc1C(=O)NCCNC(=O)c1ccc(Cl)cc1	-1.1	0	-0.5	1	0	-1	-2.1	-1.1	0.5	-0.3	2.0
O=P(c1ccccc1)(c1ccccc1)c1cc(S(=O)(=O)O)ccc1O	-0.6	-1	0.1	0	4	-2	3.1	-0.1	0.3	-1.9	-0.6
Cc1ccc(S(=O)(=O)Oc2ccc(/C=C(/NC(=O)c3ccccc3)C(=O)NC(C)C(=O)O)cc2)cc1 (stereo unspecified)	-1.9	-1	-0.1	-8	4	1	-1.8	0.0	1.6	0.3	2.7
Cc1nc(NC(=O)CSc2nnnn2Cc2ccccc2)sc1C	-0.7	6	-0.4	-12	0	0	1.3	0.1	1.1	0.6	-0.3
O=C(Cn1c(C(F)(F)F)nc2ccccc21)N=Nc1c(O)[nH]c2ccc(Br)cc12	0.1	1	-0.1	0	-3	-11	1.4	0.1	0.1	2.5	-0.2
COCCNC(=O)c1cc(OC)c(OC)cc1[N+](=O)[O-]	-0.8	1	-0.1	5	0	1	-0.2	0.4	1.1	0.2	-0.1
Cc1cc(C)cc(C(=O)NCC(=O)NNC(=O)CSc2ccccc2F)c1	-1.2	-2	-1.2	-7	-2	1	-1.0	0.4	-1.8	-1.3	-0.3
CCCN1C(=O)C(=O)N(CC(=O)N2c3ccccc3NC(=O)CC2C)C1=O (stereo unspecified)	-0.1	-2	1.2	5	-2	0	-2.0	0.7	-2.6	1.4	2.8
CCCCNC(=O)C[C@@H]1C[C@@]2(C(=O)OCC)CCC=C2N(CCC2=CCCCC2)C1=O	-0.9	5	-1.0	0	1	2	-2.4	0.2	nt	-0.1	nt
CCc1nc(SCC(=O)NCc2ccc(F)cc2)c2c(=O)n(C)c(=O)n(C)c2n1	-1.2	0	0.5	0	2	4	1.3	-0.1	-0.4	-0.1	0.3
O=C(CSc1nncs1)Nc1ccc(N2CCCCC2)cc1	-1.1	-1	-2.0	8	0	5	1.0	0.7	1.9	-0.2	-0.1
O=C(CCCN1C(=O)/C(=C\c2ccccc2)SC1=S)N1CCOCC1	-1.1	4	2.1	-10	-4	-7	-2.8	0.7	2.0	-0.2	-1.0
O=c1[nH]nc(Cc2ncc(C(F)(F)F)cc2Cl)c2ccccc12	-1.0	-2	-1.1	1	6	3	-0.5	-0.4	0.9	-1.0	-0.4
COc1ccc(OC)c(N(CC(=O)NC2CCCC2)S(=O)(=O)c2ccc(OC)c(OC)c2)c1	-1.1	-1	-0.5	-6	-7	-5	-2.9	0.5	-4.9	-1.4	-0.2
Cc1cc(/C=N/n2cnnc2)c(C)n1-c1ccc(C(=O)O)cc1	-1.6	-3	1.1	2	4	7	-0.9	0.6	-2.0	0.3	1.1
COc1ccc(C(=O)NC(=S)N(Cc2ccccc2)Cc2ccccc2)cc1	-1.1	-3	-1.5	4	0	9	0.8	-0.6	-1.5	-1.8	2.2
O=C(CN1CCOCC1)N(c1ccccc1)c1ccc2ccccc2c1	-1.1	-2	-0.9	3	-12	-9	0.2	0.0	-0.6	0.4	0.0
CCOc1ccc(NC(=O)CCSc2nnc(C)s2)cc1	-0.9	0	-0.6	-3	2	1	-1.2	-0.7	-1.2	0.0	0.1
O=C(Cc1ccc(-n2cnnn2)cc1)NC12CC3CC(CC(C3)C1)C2	-1.4	-5	-0.4	-5	0	3	-1.6	0.3	2.8	-1.1	0.7
COc1ccc(C2(O)C(=O)Nc3ccccc32)cc1 (stereo unspecified)	-1.0	0	-0.2	-6	-3	0	-1.2	-0.8	2.3	1.4	1.0
COc1cc(NS(=O)(=O)c2ccc3c(c2)n(C)c(=O)n3C)cc(OC)c1	-1.1	-1	-0.8	0	-5	6	-1.3	-0.6	-0.8	0.3	0.1
CN1CCN(c2ccc([N+](=O)[O-])cc2C(=O)c2ccc(Cl)cc2)CC1	-0.7	1	-1.4	-2	-7	1	2.1	-1.0	-6.1	-2.0	-2.7
CC(NC(=O)CCNC(=O)c1ccco1)c1ccc(F)cc1 (stereo unspecified)	-1.1	0	2.5	3	3	-1	0.7	-0.8	1.2	-0.4	0.5
NC(=O)CSc1nnc(-c2ccncc2)n1-c1ccc(Cl)cc1	-1.0	-1	0.7	-1	0	-1	-3.4	-0.7	-0.2	1.7	0.7

# Copied from the listing for reference:
structure	ssDAF12 agonist	SMARCA2 act	DAX1 inh-1	HGIII-sPLA2 inh	GC-A act	NPR2 activator	hgDAF-12 ag	proKLK7 act	GAA850 FXN act	hcDAF-12 act	DAX1 inh-2
CCC(C)n1c(SCC(=O)Nc2ccc3[nH]c(=O)[nH]c3c2)nc2ccccc2c1=O (stereo unspecified)	-0.9	0	-1.4	0	-3	-4	-4.3	0.7	2.3	-1.7	-0.4
C=CCNC(=S)Nc1cc(Cl)ccc1OC	-1.0	-1	0.3	4	2	-3	1.9	-0.2	2.4	-0.6	0.3

# Compound activity (PubChem BioAssay)
